# HIF-2a inh: blocks HIF-2a reporter activity; 786-0 RCC cells HIF-2a reporter, luciferase luminescence, overnight; inhibition, % at 18.8 µM; 360,000 tested, 0.72% active;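 active = inhibition of the luminescence signal of 40% or more relative to plate controls, in a single-dose primary screen at 18.75 µM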
# PDI inh: PDI (human) enzyme inhibition | PDI insulin aggregation turbidity, A650, 90 min | inhibition, % at 10 µM | 350,000 tested, 0.052% active | AID 588391;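 active = mean inhibition across replicates of 30% or more, whatever share of single replicates reach that level; inconclusive = mean inhibition below 30% while every single replicate reaches 30%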;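 also: absorbance from insulin aggregation driven by PDI reduction with DTT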
# Target sequence (P07237 whole entry, looked up): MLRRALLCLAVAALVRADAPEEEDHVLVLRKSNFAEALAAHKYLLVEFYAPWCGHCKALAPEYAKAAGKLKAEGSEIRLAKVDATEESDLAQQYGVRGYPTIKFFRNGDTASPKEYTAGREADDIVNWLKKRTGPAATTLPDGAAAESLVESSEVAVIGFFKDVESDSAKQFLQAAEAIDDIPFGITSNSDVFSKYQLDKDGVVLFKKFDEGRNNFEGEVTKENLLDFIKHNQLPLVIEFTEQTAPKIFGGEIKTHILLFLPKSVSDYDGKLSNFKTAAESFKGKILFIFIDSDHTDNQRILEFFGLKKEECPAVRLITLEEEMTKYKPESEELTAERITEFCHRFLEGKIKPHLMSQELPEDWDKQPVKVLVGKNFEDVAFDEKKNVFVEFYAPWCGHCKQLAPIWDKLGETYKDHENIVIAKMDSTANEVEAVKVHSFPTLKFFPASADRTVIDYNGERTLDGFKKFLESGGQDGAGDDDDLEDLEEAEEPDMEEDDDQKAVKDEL
# CaV13 FRET inh: Disruptors of the CACNA1D IQ motif to Ca2+-dependent inactivation inhibitor domain association, primary screening, Förster resonance energy transfer in intact living …; HEK cells, CFP/YFP FRET ICDI-IQ, plate reader, 10 min; percent FRET-ratio fall versus neutral wells; inhibition, % at 12.3 µM; 340,000 tested, 0.098% active;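 active = mean replicate inhibition of at least 30% and at least 1% of replicates passing that level; inconclusive = only one of the two criteria is met; inactive = neither criterion is met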;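 also: 0% = median of the neutral control wells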
# Peg3 promoter: inhibitors of Peg3 promoter | HeLa PEG-Prom luciferase reporter, luminescence, overnight | inhibition, % at 20 µM | 360,000 tested, 1.7% active;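 active = inhibition of at least 50% at 20 µM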
# NR2E3 ag-1: agonists of human NR2E3 nuclear receptor | inhibition of corepressor binding, % at 3.98 µM | Q9Y5X4 | CHO-S Gal4-NCOR/VP16-NR2E3 two-hybrid, luciferase | AID 602229 | 360,000 tested, 0.35% active;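 active = inhibition above the mean of all tested compounds plus 3 SD, cut at about 70% in these data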;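 also: 0% = DMSO with NR2E3 transfected cells and 100% = cells lacking NR2E3 construct; higher means lower luciferase signal from less NR2E3 corepressor binding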
# Target sequence (Q9Y5X4 whole entry, looked up, the tested form may be a part): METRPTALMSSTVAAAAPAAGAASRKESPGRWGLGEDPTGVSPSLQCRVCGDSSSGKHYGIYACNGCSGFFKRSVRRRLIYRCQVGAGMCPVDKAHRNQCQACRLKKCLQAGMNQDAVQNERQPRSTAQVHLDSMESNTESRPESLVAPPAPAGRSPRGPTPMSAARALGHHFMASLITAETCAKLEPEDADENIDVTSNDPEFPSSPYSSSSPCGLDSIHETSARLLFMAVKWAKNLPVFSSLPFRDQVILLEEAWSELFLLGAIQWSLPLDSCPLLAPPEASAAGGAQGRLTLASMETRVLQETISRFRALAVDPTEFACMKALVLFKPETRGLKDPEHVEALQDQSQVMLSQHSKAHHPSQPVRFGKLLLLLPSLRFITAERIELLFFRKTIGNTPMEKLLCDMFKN
# NR2E3 ag-2: activates human photoreceptor nuclear receptor NR2E3; AID 2300; Q9Y5X4; GST-NR2E3/biotin-RetCOR TR-FRET, 1536-well; 320,000 tested, 0.12% active; inhibition of corepressor binding, % at 4.78 µM;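 active = percent inhibition above the cutoff of mean plus 3 SD of all tested compounds, set per screening campaign, cut at about 20% in these data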;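 also: 0% = DMSO wells and 100% = biotin wells as full block of FRET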
#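 Format: 1536-well format; test system: GST-NR2E3 and biotin-RetCOR proteins; read-out basis: percent inhibition of TR-FRET ratio; timing: 5 h incubation at 4 °C; detection: time-resolved FRET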
# Vif inh: inhibitors of HIV Vif; HEK293T cells, Vif self-association by quenched fluorescence, imaging, 24 h; inhibition, % at 7.49 µM; 340,000 tested, 0.35% active; AID 602346; in the data active = inhibition above about 50%, passing the limit was not always enough; inconclusive = no clear call, values can overlap the other calls; inactive = below about 31%; also: some results filed as inactive read as strong as hits
# KKLEB tox: counter-screen for CF NF-kB inhibitors: cytotoxicity; KKLEB CF airway cells viability, ATPlite luminescence, overnight; stronger effect = lower value; cells stimulated with P. aeruginosa culture filtrate; activity change (cytotoxicity), % at 5 µM; 360,000 tested, 0.36% active; AID 602141;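 active = corrected activity change at or below -50% at 5 µM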
# MITF TRPM1 inh: MITF TRPM1 promoter inhibition in SK-MEL-5 cells. SK-MEL-5 TRPM1 promoter luciferase, 24 h. inhibition, % at 12.5 µM. 330,000 tested, 0.83% active;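 active = mean inhibition across replicates of 60% or more, whatever share of single replicates reaches that level; inconclusive = some that reach 60%, reason not given; inactive = mean inhibition across replicates below 60%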; also: values of inactives mirror those of a sister screen read the other way
# CF NFkB block: blocks PAF-induced NF-kB reporter in cystic fibrosis cells; KKLEB NF-kB-GFP reporter, GFP fluorescence overnight; inhibition, % at 5 µM; 360,000 tested, 0.86% active; AID 588850;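 active = at least 50% inhibition at 5 µM, scaled per plate between neutral and stimulator controls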;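 also: PAF is a Pseudomonas aeruginosa culture filtrate used as stimulus; plate controls were PAF-stimulated DMSO wells for no effect and unstimulated DMSO wells for full effect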
# Shn3 3UTR inh: Schnurri-3 reporter inhibition in Clone20 osteoblasts | Clone20 osteoblast Shn3 3'UTR firefly luciferase, 24 h | inhibition, % at 12.5 µM | 360,000 tested, 0.52% active;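 active = mean inhibition of at least 75% with every replicate also reaching 75%; inconclusive = mean inhibition at least 75% but some replicate below; inactive = mean inhibition below 75%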;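 also: 0% = median of neutral control wells and 100% = pilot-screen positive control compound; some compounds past the cut are filed as inactive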
# Active calls of the source: *; ? = inconclusive; . = not tested or not shown.
# Fields: HIF-2a inh	PDI inh	CaV13 FRET inh	Peg3 promoter	NR2E3 ag-1	NR2E3 ag-2	Vif inh	KKLEB tox	MITF TRPM1 inh	CF NFkB block	Shn3 3UTR inh
COc1cc(C(=O)OCCN2CCOCC2)ccc1O
→ -7	2	.	-9	-36	0	2	0	-2	2	-11
CCOc1ccc2c(c1)nc(C)n2C
→ -2	-3	-5	-20	-4	2	7	5	-6	0	7
COCC1CCN(Cc2cn[nH]c2-c2ccc(OC)c(F)c2)C1 (configuration not stated)
→ 13	-3	-1	16	4	9	-2	0	8	3	12
O=C(NN1CCOCC1)c1cc(-c2ccc(Br)cc2)nc2ccccc12
→ -29	0	-10	-8	8	4	-18	-6	9	-2	17
CN(C)CCCNc1nc2cc(-c3ccsc3)sc2c(=O)n1C
→ -28	3	-5	-4	4	.	-18	0	.	-11	-22
CCC(=O)Nc1ccc(Br)cn1
→ 2	5	-1	-1	-10	2	-8	-7	7	0	-17
CN(CCOc1ccccc1)CC(O)COCc1ccccc1F (configuration not stated)
→ 3	-11	-2	13	-35	3	-1	5	14	-11	-15
CCOC(=O)c1ccc(S(=O)(=O)Nc2cc(C(C)(C)C)no2)cc1
→ 16	1	-8	15	2	-1	15	-12	9	7	10
O=C(Nc1ccccc1)Nc1nnc(Cc2ccc(F)cc2)s1
→ -9	10	-5	-1	-37	6	-5	-3	-3	4	-10
COC(=O)c1cc(-c2ccc(OC)cc2)nc2nc(SC)[nH]c(=O)c12
→ -11	-7	-4	-13	-18	1	16	11	-22	12	-8
CNC(=O)CSc1nc(-c2ccccc2)c(-c2ccccc2)o1
→ -4	3	-2	10	-3	-3	-5	14	-7	-3	10
CSc1cccc(CN2CCC(CO)(Cc3cccc(C(F)(F)F)c3)CC2)c1
→ 17	-2	-2	52*	-18	1	3	-16	0	30	49
Cc1ccc(OCC(=O)OCC(=O)Nc2sccc2C(N)=O)cc1C
→ 11	2	-5	12	-16	2	6	5	-3	4	18
CN1CCN(C(=O)c2cnn3c(C(F)(F)F)cc(-c4ccc5c(c4)OCO5)nc23)CC1
→ 7	-5	-11	-2	-15	-2	18	-7	-3	-5	3
CCOC(=O)N1CCC(NC(=O)C2CCCN(S(=O)(=O)c3cccnc3)C2)CC1 (configuration not stated)
→ 1	.	-9	17	0	-2	-2	-14	-1	17	-6

# Record cards (already shown):
# O=C(NN1CCOCC1)c1cc(-c2ccc(Br)cc2)nc2ccccc12 in the list: HIF-2a inh = -29; PDI inh = 0; CaV13 FRET inh = -10; Peg3 promoter = -8; NR2E3 ag-1 = 8; NR2E3 ag-2 = 4; Vif inh = -18; KKLEB tox = -6; MITF TRPM1 inh = 9; CF NFkB block = -2; Shn3 3UTR inh = 17
# CSc1cccc(CN2CCC(CO)(Cc3cccc(C(F)(F)F)c3)CC2)c1 in the list: HIF-2a inh = 17; PDI inh = -2; CaV13 FRET inh = -2; Peg3 promoter = 52*; NR2E3 ag-1 = -18; NR2E3 ag-2 = 1; Vif inh = 3; KKLEB tox = -16; MITF TRPM1 inh = 0; CF NFkB block = 30; Shn3 3UTR inh = 49

# Returning to the listing, repeating the 7 entries before the break.
# Fields: HIF-2a inh	PDI inh	CaV13 FRET inh	Peg3 promoter	NR2E3 ag-1	NR2E3 ag-2	Vif inh	KKLEB tox	MITF TRPM1 inh	CF NFkB block	Shn3 3UTR inh
O=C(Nc1ccccc1)Nc1nnc(Cc2ccc(F)cc2)s1
→ -9	10	-5	-1	-37	6	-5	-3	-3	4	-10
COC(=O)c1cc(-c2ccc(OC)cc2)nc2nc(SC)[nH]c(=O)c12
→ -11	-7	-4	-13	-18	1	16	11	-22	12	-8
CNC(=O)CSc1nc(-c2ccccc2)c(-c2ccccc2)o1
→ -4	3	-2	10	-3	-3	-5	14	-7	-3	10
CSc1cccc(CN2CCC(CO)(Cc3cccc(C(F)(F)F)c3)CC2)c1
→ 17	-2	-2	52*	-18	1	3	-16	0	30	49
Cc1ccc(OCC(=O)OCC(=O)Nc2sccc2C(N)=O)cc1C
→ 11	2	-5	12	-16	2	6	5	-3	4	18
CN1CCN(C(=O)c2cnn3c(C(F)(F)F)cc(-c4ccc5c(c4)OCO5)nc23)CC1
→ 7	-5	-11	-2	-15	-2	18	-7	-3	-5	3
CCOC(=O)N1CCC(NC(=O)C2CCCN(S(=O)(=O)c3cccnc3)C2)CC1 (configuration not stated)
→ 1	.	-9	17	0	-2	-2	-14	-1	17	-6
O=C(CN1C(=O)COCC1=O)N1CCOCC1
→ 13	-2	-5	4	-3	-2	11	7	-8	5	-14
COc1cc(C)c2sc3ccccc3c(=O)c2c1NCCN(C)C
→ -34	-1	-10	100*	-6	.	-6	-19	.	-29	3
COCCNC(=O)CN(C)S(=O)(=O)c1ccc(Br)cc1
→ 21	-16	-4	6	-14	3	8	-5	-6	4	4
CCn1cc(C(=O)NC(=S)Nc2sc3c(c2C(=O)OC)CCCCCC3)cn1
→ 11	6	1	39	-33	-4	14	-21	33	19	24
CCOC(=O)CCc1c(C)c2ccc3c(c2oc1=O)CN(CCCO)CO3
→ 22	0	-18	20	3	3	9	1	-5	-3	-3
N#CC(=Cc1ccc(O)cc1)C(N)=C(C#N)C#N
→ 9	14	-6	1	-8	23*	-5	7	-5	3	-40
CCc1nc2ccc(C(=O)NCCOc3ccc(OC)cc3)cn2c1N(C)Cc1cccs1
→ -8	-8	-5	23	23	.	-13	-10	.	-25	24
O=C(NCc1ccncc1)C(=O)Nc1nc(C23CC4CC(CC(C4)C2)C3)cs1
→ 24	1	-7	32	-4	2	0	-5	4	18	38
Cc1ccccc1NC(=O)c1sc(Cl)nc1C
→ 9	0	-4	-24	-3	0	.	0	-3	20	22
Cc1c(NC(=O)CSc2ncn[nH]2)c(=O)n(-c2ccccc2)n1C
→ 3	-3	.	21	-17	2	-4	-2	-5	-10	-14
COc1ccc(CNC(=O)CCc2nnc3ccc(NCCCN4CCCC4=O)nn23)cc1
→ 14	-12	-3	3	-6	0	-3	3	0	11	-1
O=S(=O)(NCCc1csc(-c2cccnc2)n1)c1ccc(F)cc1
→ 16	-2	-4	16	-19	0	-3	9	-1	7	-11
O=C(c1cc2ccccc2o1)N1CCOCC1
→ -31	-3	-6	-31	-4	1	-1	0	-11	8	-9
O=C(CSc1n[nH]c(-c2cccnc2)n1)Nc1cccc(Cl)c1
→ 14	-90	-7	15	-7	7	7	8	1	4	0
COc1ccc(OC)c(NC(=O)CC(NC(C)=O)c2ccccc2)c1 (configuration not stated)
→ 15	-5	-2	-7	-8	1	-3	21	-1	-23	-11
Cc1ccc(NC(=S)NCCc2ccccc2)nc1
→ -244	5	-18	-209	-73	-1	-5	8	-84	15	-64
Cc1nc(NC(=S)NC(=O)c2cccs2)sc1C(=O)N(C)C
→ -88	-5	-7	-83	-41	2	-5	8	-13	-14	-7
O=C(N/N=C/c1ccccc1O)C1CC(=O)N(c2ccc(Cl)cc2)C1 (configuration not stated)
→ 8	-1	-9	49	-37	-2	.	0	44	-7	82
CC(=O)Nc1ccc(NC(=O)COc2ccc([N+](=O)[O-])cc2)cc1
→ 6	6	-6	0	-1	-1	-8	3	16	-1	9
COc1ccc(CNC(=O)C2CCN(S(=O)(=O)c3cc(OC)ccc3OC)CC2)cc1
→ 11	10	.	9	-4	1	24	1	4	-8	-3
Cc1cc2cc(CNC(=O)c3ccc(S(=O)(=O)N4CCOCC4)cc3)ccc2[nH]1
→ 7	.	-10	6	-40	4	.	7	3	-4	-4
CC(OC(=O)c1ccc2ncsc2c1)C(=O)Nc1ncc(Cl)cc1Cl (configuration not stated)
→ 7	1	-4	-3	6	4	-1	3	-11	-20	1
Cc1c(Cl)cccc1NC(=O)c1ccc(-n2ccnc2)nc1
→ -5	2	-4	1	-44	-1	1	-9	-3	2	1
Cc1ccc(C(=O)NCC(=O)O)cc1S(=O)(=O)N1CCCCC1
→ 8	-2	-5	-12	-30	1	-2	7	2	4	15
CCc1nnc(NC(=O)CSc2nc3c(c(=O)n2-c2ccccc2OC)SCC3)s1
→ 14	5	.	16	-5	6	-9	-4	8	13	22
CC1(C)C[C@H]2C3=CCC4[C@@]5(C)CC[C@H](O[C@@H]6O[C@H](C(=O)O)[C@@H](O)[C@H](O)[C@H]6O)[C@@](C)(CO)C5CC[C@@]4(C)[C@]3(C)C[C@H](O)[C@@]2(CO)[C@@H](O)[C@@H]1O (some centres not stated)
→ 14	-1	-10	8	-4	.	-4	6	-1	14	5
COc1cccc(C(=O)OCCN2CCCCC2)c1
→ -10	-1	-1	0	-12	0	3	0	3	6	0
Cc1nn(C(C)(C)C)c(OC(=O)c2ccc3c(c2)OCO3)c1S(=O)(=O)c1ccccc1
→ 3	1	-1	23	-6	2	15	-4	7	33	4
O=C(Nc1cccc(-c2nc3ccccc3s2)c1)c1cc(=O)c2ccccc2o1
→ -46	-5	-5	-62	-67	0	3	6	-1	-16	5
COCCCNC(=O)c1csc([C@H]2C[C@H](O)[C@@H](CO)O2)n1
→ 6	0	-6	4	15	.	5	-5	.	10	-2
CCOC(=O)C1(Cc2ccccc2)CCN(Cc2ccc(C)s2)CC1
→ 7	8	8	11	-12	-5	1	-1	-7	10	42
CC1(C(=O)O)CCCN(C(=O)/C=C/c2ccccc2)C1 (configuration not stated)
→ 6	4	-10	6	-8	.	-1	12	.	-2	3
COc1cc(C(=O)Nc2ccc(NC(C)=O)cc2)ccc1OCc1ccccc1
→ 12	7	-4	-12	7	-1	-11	-12	4	-20	-17
COc1ccc(OC)c(S(=O)(=O)N/N=C(/C)c2ccc3c(c2)OCO3)c1
→ 11	1	-6	9	2	.	?	3	3	0	5
COc1ccc(C(O)P(=O)(OC2CCCCC2)c2ccc(N(C)C)cc2)cc1OC (configuration not stated)
→ 21	-6	-5	16	5	-2	0	4	19	1	18
Cc1ccc(C(=O)N2CCN=C2SCc2ccc([N+](=O)[O-])cc2)cc1
→ 17	4	-16	21	-25	-2	-4	-5	9	4	-56
CC(=O)c1cccc(NC(=O)C2Cc3c(-c4cccc(C(N)=O)c4)ccnc3O2)c1 (configuration not stated)
→ 3	-4	-6	13	-29	.	-4	-4	.	-6	21
CCC(C)n1c(C)nc2c(c1=O)c1nc3ccccc3nc1n2CCC1=CCCCC1 (configuration not stated)
→ -30	-9	-4	77*	-5	0	1	0	8	-28	42

# Bioassay records (PubChem)
